Screens (PubChem)
Pf growth 96h – Primary qHTS for delayed death inhibitors of the malarial parasite plastid, 96 hour incubation; Potency, µM (series often up to 28.7 µM), inactives show at the highest dose activity change, negative = inhibition, actives largely listed as inhibitors; hit rate 6.9% among 320,000; P. falciparum luciferase reporter growth, 96 h; also: potency is read from the fitted curve at half-maximal effect; % is scaled to controls: 0 for no effect and ±100 for the full control effect
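Readout is luminescence from an integrated firefly luciferase in P. falciparum. Red cells, 2% hematocrit and 0.05% parasitemia final, were cultured with compound through two parasite generations (96 hours) at 37 C, 5% CO2.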
Pf growth 48h – Primary qHTS for delayed death inhibitors of the malarial parasite plastid, 48 hour incubation. P. falciparum luciferase growth in erythrocytes, 48 h. Potency, µM (top dose mostly 28.7 µM), for inactives: top-dose activity change, negative = inhibition, hits mostly inhibitors. hit rate 5.9% among 310,000. AID 504832, 2011; also: potency is read from the fitted curve at half-maximal effect; % is scaled to controls: 0 for no effect and ±100 for the full control effect
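Erythrocytes infected with P. falciparum carrying an integrated firefly luciferase reporter (2% hematocrit, 0.1% parasitemia final) were exposed to compounds in RPMI 1640 with 0.5% Albumax at 37 C, 5% CO2. Growth inhibition was scored as reduced luminescence.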
Cycloheximide cs – Cycloheximide Counterscreen for Small Molecule Inhibitors of Shiga Toxin; cell reporter, cycloheximide protein synthesis inhibition counterscreen; max response, %; hit rate 12% among 300,000; in the data active = max response mostly above about 13%, no sharp cut-off; inactive = mostly below about 14%; also: read at 38.3 µM for the half of the compounds with a filed dose; 0% is about no effect
Shiga inhibitor – A qHTS for Small Molecule Inhibitors of Shiga Toxin; Vero cells, Shiga toxin protein synthesis inhibition reporter; inhibition, % at 38.7 µM; hit rate 9.2% among 290,000; AID 2315, 2010; in the data active = inhibition mostly above about 28%, no sharp cut-off; inactive = mostly below about 43%; also: 0% is about no effect
LmPK inhibitor – qHTS Assay for Inhibitors of Leishmania Mexicana Pyruvate Kinase (LmPK); Q27686; Potency, µM (doses to about 57.5 µM), without a hit: at the top dose activity change, negative = inhibition, actives largely listed as inhibitors; purified LmPK, Kinase-Glo ATP luminescence, 1 h; hit rate 0.37% among 290,000; also: potency is read from the fitted curve at half-maximal effect; % is scaled to controls: 0 for no effect and ±100 for the full control effect
Target sequence (Q27686 whole entry, looked up): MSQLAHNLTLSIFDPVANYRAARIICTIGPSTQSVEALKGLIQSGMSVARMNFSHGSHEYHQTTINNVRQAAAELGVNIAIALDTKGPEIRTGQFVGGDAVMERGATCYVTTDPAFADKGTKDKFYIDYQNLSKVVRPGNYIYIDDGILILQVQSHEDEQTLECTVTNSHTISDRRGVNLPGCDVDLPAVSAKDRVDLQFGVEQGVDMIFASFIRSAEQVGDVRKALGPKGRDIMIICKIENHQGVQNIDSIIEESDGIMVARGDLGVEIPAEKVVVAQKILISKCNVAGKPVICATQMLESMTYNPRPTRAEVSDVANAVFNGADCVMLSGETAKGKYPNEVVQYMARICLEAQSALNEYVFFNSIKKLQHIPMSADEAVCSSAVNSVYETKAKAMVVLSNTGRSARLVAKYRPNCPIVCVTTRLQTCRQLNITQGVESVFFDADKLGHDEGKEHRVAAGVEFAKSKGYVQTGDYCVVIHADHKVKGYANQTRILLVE
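Purified LmPK (0.1 nM) converted ADP (0.1 mM) to ATP with PEP (0.5 mM) in imidazole buffer pH 7.2 with KCl and MgCl2, 1 h at room temperature. ATP was read by Kinase-Glo luminescence; data normalized to uninhibited and no-enzyme controls.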
TbPYK inhibitor – qHTS of Trypanosoma Brucei Inhibitors. AID 624173, 2012. hit rate 0.12% among 410,000. Potency, µM (doses to about 76.8 µM), for inactives: top-dose activity, negative = inhibition, hits mostly inhibitors. TbPYK enzyme, Kinase-Glo Plus ATP luminescence, 45 min; also: potency is read from the fitted curve at half-maximal effect; % is scaled to controls: 0 for no effect and ±100 for the full control effect; nearly all actives have a fitted effect of over 50% in size
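Enzyme and substrate buffer are dispensed first and compound is pin-transferred. ADP at 130 uM final then starts the reaction, which runs 45 min at room temperature. Detection reagent is added for 10 min before luminescence is imaged.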
AmpC inh no detg – qHTS Inhibitors of AmpC Beta-Lactamase (assay without detergent); P00811; AmpC nitrocefin hydrolysis, absorbance 480 nm, 0.0001% Triton; Potency, µM (top dose mostly 57.1 µM), without a hit: top-dose activity change, negative = inhibition, most hits filed as inhibitors; hit rate 0.52% among 330,000; AID 485341, 2010;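 also: potency is read from the fitted curve at half-maximal effect; plate controls were no compound for no effect and no enzyme for full effect; nearly all actives have a fitted effect of over 20% in size; some results filed as inactive show a strong effect at the top dose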
Target sequence (P00811 whole entry, looked up): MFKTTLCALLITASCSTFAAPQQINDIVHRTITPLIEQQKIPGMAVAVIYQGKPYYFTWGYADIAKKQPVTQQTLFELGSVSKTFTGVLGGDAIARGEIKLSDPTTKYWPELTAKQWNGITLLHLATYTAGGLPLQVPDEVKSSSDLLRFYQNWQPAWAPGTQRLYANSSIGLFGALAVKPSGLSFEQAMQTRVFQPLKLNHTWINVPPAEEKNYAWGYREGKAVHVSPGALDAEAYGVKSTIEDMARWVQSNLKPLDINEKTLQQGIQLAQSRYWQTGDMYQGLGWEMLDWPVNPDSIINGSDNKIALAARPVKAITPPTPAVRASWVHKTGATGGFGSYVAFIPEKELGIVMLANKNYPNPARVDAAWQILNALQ
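20 mM phosphate pH 7.0 + 0.01% (detergent screen) or 0.0001% Triton X-100; 5.3 nM AmpC reagent; cpd preinc 15 min RT; nitrocefin (800 uM stock) to start; A480 q20 s × 4 min; Activity was normalised to no-enzyme and no-compound control wells.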
Active calls of the source: *; [ ] = another dose, or the depositor's remark. Unless noted, calls follow the shape of the dose curve; as a rule, active = well fitted curve in the direction sought with a large enough effect; inconclusive = small, poorly fitted or top-dose-only effect, or another doubt; inactive = no such curve, though single readings can be large; an effect the other way counts as inactive or inconclusive.

`CC1(C)CC(=O)C=C(OC(=O)c2ccc(Cl)cc2)C1` gave Pf growth 96h 17%, Pf growth 48h 29%, Cycloheximide cs 10, Shiga inhibitor 14, LmPK inhibitor -1%, TbPYK inhibitor 9% and AmpC inh no detg 4%.
Screening Cn1cnnc1SCC(=O)Nc1ccc2nc(SCc3cccc4ccccc34)sc2c1 returned Pf growth 96h inconclusive, Cycloheximide cs -4, Shiga inhibitor -9, LmPK inhibitor 1%, TbPYK inhibitor 0% and AmpC inh no detg 35%.
COc1cccc(CN2CCCC(C(=O)c3ccccc3SC)C2)c1O (stereo not drawn) was read as Pf growth 96h 1.7µM*, Pf growth 48h inconclusive, Cycloheximide cs 7, Shiga inhibitor 7, LmPK inhibitor 3%, TbPYK inhibitor 2% and AmpC inh no detg -1%.
`COC(=O)c1cc(NC2c3ccccc3C(=O)N2CCN2CCOCC2)cc(C(=O)OC)c1` (stereo not drawn) gave Pf growth 96h inconclusive, Cycloheximide cs -6, Shiga inhibitor -13, LmPK inhibitor 0%, TbPYK inhibitor 2% and AmpC inh no detg 82%[activator].
Screening CC(NC(=O)CSc1nc2ccccc2c(=O)[nH]1)c1ccccc1 (stereo not drawn) returned Pf growth 48h 2%, Cycloheximide cs -2, Shiga inhibitor 4, LmPK inhibitor 0%, TbPYK inhibitor -1% and AmpC inh no detg -26%.
For CCOC(=O)c1cc(=O)[nH]c2ccccc12 the results were Pf growth 96h 60%[activator], Pf growth 48h -3%, Cycloheximide cs -1, Shiga inhibitor -4, LmPK inhibitor 9%, TbPYK inhibitor 0% and AmpC inh no detg -11%.
COc1ccc(Sc2nc(-c3ccccc3)ncc2C(=O)O)cc1 was read as Pf growth 96h 38%[activator], Pf growth 48h -14%, Cycloheximide cs -4, Shiga inhibitor 15, LmPK inhibitor 0%, TbPYK inhibitor 4% and AmpC inh no detg -15%.
CCCCN(C(=O)c1cc(=O)[nH]c2ccccc12)c1c(N)n(CCCC)c(=O)[nH]c1=O was read as Pf growth 96h 24%, Pf growth 48h -2%, Cycloheximide cs -3, Shiga inhibitor -3, LmPK inhibitor -1%, TbPYK inhibitor -10% and AmpC inh no detg -19%.
`COc1cc2nc(SCc3ccc(Cl)cc3Cl)n(Cc3cccs3)c(=N)c2cc1OC` gave Pf growth 96h 13µM*, Pf growth 48h inconclusive, Cycloheximide cs -2, Shiga inhibitor -14, LmPK inhibitor 2%, TbPYK inhibitor -7% and AmpC inh no detg -36%.
Screening CCCn1c(N)c(C(=O)CN(C)CC(=O)Nc2ccccc2C(F)(F)F)c(=O)[nH]c1=O returned Pf growth 96h inconclusive, Pf growth 48h inconclusive, TbPYK inhibitor 0% and AmpC inh no detg -24%.
`COC(=O)c1c(C)noc1-c1ccc(Cl)cc1` gave Pf growth 96h 17%, Pf growth 48h 3%, Cycloheximide cs -3, Shiga inhibitor -3, LmPK inhibitor 0%, TbPYK inhibitor 0% and AmpC inh no detg -18%.
For C=CCSc1nnc(NC(=O)c2cccc(S(=O)(=O)N(C)c3ccccc3)c2)s1 the results were Pf growth 96h -21%, Pf growth 48h 20%, Cycloheximide cs 3, Shiga inhibitor 7, LmPK inhibitor 1%, TbPYK inhibitor 6% and AmpC inh no detg -22%.
For CCc1nc2cc([N+](=O)[O-])c([N+](=O)[O-])cc2[nH]1 the results were Pf growth 96h 0%, Pf growth 48h -3%, Cycloheximide cs -1, Shiga inhibitor -6, LmPK inhibitor -1%, TbPYK inhibitor 1% and AmpC inh no detg -24%.
Screening CCCC(C)NS(=O)(=O)c1ccccc1 (stereo not drawn) returned Pf growth 48h 29%, Cycloheximide cs -6, Shiga inhibitor -4, LmPK inhibitor -1%, TbPYK inhibitor 0% and AmpC inh no detg -6%.
`COc1ccc(C2NC(=S)NC3=C2CCc2cc(OC)ccc23)cc1` (stereo not drawn) gave Pf growth 96h 5.9µM*, Pf growth 48h inconclusive, Cycloheximide cs 6, Shiga inhibitor -15, LmPK inhibitor 3%, TbPYK inhibitor -14% and AmpC inh no detg -30%.

Random excerpt: 2 records from the list
`CC1(C)CC(=O)C=C(OC(=O)c2ccc(Cl)cc2)C1` gave Pf growth 96h 17%, Pf growth 48h 29%, Cycloheximide cs 10, Shiga inhibitor 14, LmPK inhibitor -1%, TbPYK inhibitor 9% and AmpC inh no detg 4%.
For C=CCSc1nnc(NC(=O)c2cccc(S(=O)(=O)N(C)c3ccccc3)c2)s1 the results were Pf growth 96h -21%, Pf growth 48h 20%, Cycloheximide cs 3, Shiga inhibitor 7, LmPK inhibitor 1%, TbPYK inhibitor 6% and AmpC inh no detg -22%.

(cont.)
`COc1ccc(CCNC(=O)COC(=O)CCC(=O)c2ccc(F)cc2)cc1` gave Pf growth 96h 11%, Pf growth 48h 1%, Cycloheximide cs 1, Shiga inhibitor -10, LmPK inhibitor 2%, TbPYK inhibitor 0% and AmpC inh no detg 29%.
O=C(N/N=C/c1c[nH]c2ccccc12)c1ccccc1 was read as Pf growth 96h 1%, Pf growth 48h 32%[activator], Cycloheximide cs 47*, Shiga inhibitor 128*, LmPK inhibitor 3%, TbPYK inhibitor 9% and AmpC inh no detg -23%.
For C/C(=N/n1cnnc1)c1cccnc1 the results were Pf growth 48h 15%, Cycloheximide cs 6, Shiga inhibitor -20, LmPK inhibitor 3%, TbPYK inhibitor 1% and AmpC inh no detg -15%.
For Cc1cccc(OCC(=O)Nc2ccccc2C(=O)N2CCOCC2)c1 the results were Pf growth 96h inconclusive, Pf growth 48h 19%, Cycloheximide cs -3, Shiga inhibitor 15, LmPK inhibitor -2%, TbPYK inhibitor -6% and AmpC inh no detg -12%.
Screening Cc1nn(Cc2ccccc2Cl)c2sc(C(=O)NCCCn3ccnc3)cc12 returned Pf growth 96h inconclusive, Pf growth 48h inconclusive, Cycloheximide cs -9, Shiga inhibitor 21, LmPK inhibitor 2%, TbPYK inhibitor -1% and AmpC inh no detg 81%[activator].
CCOC(=O)C1CCCN(Cc2sccc2C)C1 (stereo not drawn) was read as Pf growth 96h 57%[activator], Cycloheximide cs 4, Shiga inhibitor 3, LmPK inhibitor 1%, TbPYK inhibitor -6% and AmpC inh no detg -4%.
COc1ccc(CN2C3CCC2CC(NC(=O)c2cccc(F)c2)C3)cc1 (stereo not drawn) was read as Pf growth 96h -22%, Pf growth 48h inconclusive, Cycloheximide cs -4, Shiga inhibitor -8, LmPK inhibitor 2%, TbPYK inhibitor 5% and AmpC inh no detg -33%.
Screening CCOC(=O)CC(=O)Nc1cc(Cl)ccc1O returned Pf growth 96h 12µM*, Pf growth 48h 15%, Cycloheximide cs 5, Shiga inhibitor -7, LmPK inhibitor -12%, TbPYK inhibitor 4% and AmpC inh no detg -35%.
`OCC[C@@H]1C[C@@H](O)[C@H](O)[C@]2(OCc3ccccc32)O1` gave Pf growth 96h 8%, Pf growth 48h 3%, Cycloheximide cs -4, Shiga inhibitor -9, LmPK inhibitor -5%, TbPYK inhibitor -6% and AmpC inh no detg -26%.
`Nc1nc(-c2ccccc2)[nH]c(=O)c1N=O` gave Pf growth 96h 0%, Pf growth 48h -1%, Cycloheximide cs 5, Shiga inhibitor 17, LmPK inhibitor 2%, TbPYK inhibitor 0% and AmpC inh no detg -9%.
For CC1CCc2c(sc(NC(=O)CSc3nc(N)cc(=O)[nH]3)c2C(N)=O)C1 (stereo not drawn) the results were Pf growth 96h 12%, Pf growth 48h 6%, TbPYK inhibitor -4% and AmpC inh no detg -23%.
For CCc1ccc(-n2c(O)c(/C=N/NC(=O)c3ccncc3)c(=O)[nH]c2=O)cc1 the results were Pf growth 96h 22%, Pf growth 48h -2%, Cycloheximide cs -1, Shiga inhibitor 13, LmPK inhibitor 7%, TbPYK inhibitor -5% and AmpC inh no detg -17%.
`Cc1ccc(C2(C(F)(F)F)NC(=O)N3C(=C2C#N)Nc2ccccc23)cc1` (stereo not drawn) gave Pf growth 48h -10%, Cycloheximide cs -3, Shiga inhibitor -8, LmPK inhibitor 5%, TbPYK inhibitor 4% and AmpC inh no detg -19%.
`O=[N+]([O-])c1ccc(-c2nnc(-c3ccccc3)c(NCCCO)n2)cc1` gave Pf growth 96h 5.2µM*, Pf growth 48h inconclusive, Cycloheximide cs -3, Shiga inhibitor 23, LmPK inhibitor -2%, TbPYK inhibitor -3% and AmpC inh no detg inconclusive.
O=C(Nc1ccc(F)cc1)NC1(C(=O)NCc2ccco2)CCCCC1 was read as Pf growth 96h -10%, Pf growth 48h 4%, Cycloheximide cs -2, Shiga inhibitor -8, LmPK inhibitor 3%, TbPYK inhibitor -12% and AmpC inh no detg -18%.
For O=C(Nc1nc2ccc(SC(F)F)cc2s1)c1ccc2c(c1)S(=O)(=O)c1ccccc1C2=O the results were Pf growth 96h -19%, Pf growth 48h 8%, Cycloheximide cs 14, Shiga inhibitor 23, LmPK inhibitor 4% and AmpC inh no detg -27%.
`Fc1ccc(NC(=S)N2CCN(C/C=C/c3ccccc3)CC2)c(F)c1` gave Pf growth 96h 14%, Pf growth 48h inconclusive, Cycloheximide cs 1, Shiga inhibitor -6, LmPK inhibitor -3%, TbPYK inhibitor 2% and AmpC inh no detg 85%[activator].
`COCc1[nH]nc2c1C1(CCC3(CC1)OCCO3)C(C#N)=C(N)O2` gave Pf growth 96h inconclusive, Pf growth 48h 2%, Cycloheximide cs -2, Shiga inhibitor 40, LmPK inhibitor -1%, TbPYK inhibitor 2% and AmpC inh no detg 53%.
`O=C(C1CCOCC1)N1CCCC(N2CCN(c3cccc(Cl)c3)CC2)C1` (stereo not drawn) gave Pf growth 96h inconclusive, Pf growth 48h -9%, Cycloheximide cs -1, Shiga inhibitor 6, LmPK inhibitor 0%, TbPYK inhibitor 9% and AmpC inh no detg 86%[activator].
For Cc1c(N=CN2CCOCC2)c(=O)n(C)c(=O)n1C the results were Pf growth 48h 14%, Cycloheximide cs 2, Shiga inhibitor 5, LmPK inhibitor -3%, TbPYK inhibitor -4% and AmpC inh no detg -9%.
Screening CCn1c(SCC(=O)O)nnc1-c1cc2c(C)nn(-c3ccccc3)c2s1 returned Pf growth 96h 8%, Pf growth 48h 13%, Cycloheximide cs -4, Shiga inhibitor -14, LmPK inhibitor 4%, TbPYK inhibitor -10% and AmpC inh no detg -15%.
For O=C(CCN1C(=O)/C(=C/c2cccs2)SC1=S)NNC(=O)c1cccc(O)c1 the results were Pf growth 96h 39%[activator], Pf growth 48h -28%, Cycloheximide cs 5, Shiga inhibitor -2, LmPK inhibitor 5%, TbPYK inhibitor -5% and AmpC inh no detg 12%.
For O=C(C1=C(O)C(=O)N(CCN2CCOCC2)C1c1cccnc1)c1cc2ccccc2o1 (stereo not drawn) the results were Pf growth 48h 57%[activator], Cycloheximide cs 1, Shiga inhibitor 20, LmPK inhibitor -1%, TbPYK inhibitor -2% and AmpC inh no detg -4%.
